PfG6PD inh: PfG6PD (Plasmodium falciparum) enzyme inhibition | PfGluPho enzyme, NADPH resazurin-diaphorase fluorescence | inhibition, % at 20 µM | AID 504690 | 350,000 tested, 0.78% active;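 active means inhibition reaching at least a set limit at 20 µM in the primary screen, cut at about 59% in these data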;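 further: 0% = DMSO wells with substrate and 100% = DMSO wells lacking glucose-6-phosphate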
mIAP inh: mouse IAP inhibition; 330,000 tested, 0.2% active; purified mouse IAP, CDP-Star luminescence, 30 min; inhibition, % at 10 µM;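 active means inhibition of at least 40% at 10 µM in the primary screen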;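 further: plate controls were DMSO with enzyme for no effect and no enzyme wells for full effect; values of inactives mirror those of a sister screen read the other way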
hIAP act: increases human intestinal alkaline phosphatase activity. P09923. purified human IAP, CDP-Star luminescence, 30 min; hits give high values; 1 = vehicle-only enzyme, 0 = enzyme-free background. activation factor at 10 µM. 330,000 tested, 0.16% active;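 active means activation factor of the enzyme at least 2-fold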; further: the source names both 10 and 20 µM as test concentration; values of inactives mirror those of a sister screen read the other way
HKDC1 inhibitor: inhibitors of human hexokinase HKDC1 | Q2TB90 | recombinant HKDC1, G6PDH/diaphorase resazurin coupled fluorescence | inhibition, % at 20 µM | 340,000 tested, 0.16% active | AID 493160;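 active means inhibition above about 35% when tested at 20 µM, limit read from the data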;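 further: plate controls were DMSO wells with enzyme for no effect and DMSO wells lacking enzyme for full effect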
Target sequence (Q2TB90 whole entry, looked up): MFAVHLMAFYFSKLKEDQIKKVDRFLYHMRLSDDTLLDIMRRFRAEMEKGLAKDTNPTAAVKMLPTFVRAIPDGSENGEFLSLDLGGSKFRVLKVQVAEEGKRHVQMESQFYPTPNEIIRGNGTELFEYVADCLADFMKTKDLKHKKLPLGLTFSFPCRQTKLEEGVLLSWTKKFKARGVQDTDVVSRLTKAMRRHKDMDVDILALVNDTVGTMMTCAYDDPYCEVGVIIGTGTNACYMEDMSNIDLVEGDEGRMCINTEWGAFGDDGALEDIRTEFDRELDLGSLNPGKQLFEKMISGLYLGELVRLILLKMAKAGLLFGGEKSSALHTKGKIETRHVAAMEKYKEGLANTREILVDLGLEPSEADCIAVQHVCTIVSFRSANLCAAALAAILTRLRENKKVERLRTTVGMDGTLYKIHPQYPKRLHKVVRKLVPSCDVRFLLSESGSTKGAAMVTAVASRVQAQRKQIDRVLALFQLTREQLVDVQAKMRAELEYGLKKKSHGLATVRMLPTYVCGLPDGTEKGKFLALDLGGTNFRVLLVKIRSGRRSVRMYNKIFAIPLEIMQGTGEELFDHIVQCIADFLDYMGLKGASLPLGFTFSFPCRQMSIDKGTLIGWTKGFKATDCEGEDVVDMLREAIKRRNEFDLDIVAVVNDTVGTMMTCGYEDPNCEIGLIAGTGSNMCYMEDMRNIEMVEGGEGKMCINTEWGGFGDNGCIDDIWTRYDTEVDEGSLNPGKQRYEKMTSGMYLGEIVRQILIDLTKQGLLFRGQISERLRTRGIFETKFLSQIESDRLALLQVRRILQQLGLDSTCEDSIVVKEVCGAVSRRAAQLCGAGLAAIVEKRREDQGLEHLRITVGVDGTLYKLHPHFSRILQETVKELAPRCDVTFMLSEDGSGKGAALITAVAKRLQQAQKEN
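Material – in-house recombinant HK5 (HKDC1) enzyme · Quantity – HKDC1 at 5 µg/mL · Buffer or medium – pH 8.0 Tris buffer with 10 mM MgCl2 · Reagent – glucose with 1 mM ATP · Dosing – single 20 µM dose · Times – reaction time 90 min, room temperature, protected from light · Technique – resorufin fluorescence at 613 nm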
A3A deaminase: inhibitors of human APOBEC3A DNA deaminase | inhibition, % at 20 µM | recombinant A3A, FAM/TAMRA ssDNA deamination fluorescence | 330,000 tested, 0.41% active | AID 493011 | P31941;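 active means at least 40% inhibition at 20 µM here, with at most 30% in a related deaminase screen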;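 further: plate controls were A3A with DMSO for no effect and wells lacking A3A enzyme for full effect; some results filed as inactive read as strong as hits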
Target sequence (P31941 whole entry, looked up): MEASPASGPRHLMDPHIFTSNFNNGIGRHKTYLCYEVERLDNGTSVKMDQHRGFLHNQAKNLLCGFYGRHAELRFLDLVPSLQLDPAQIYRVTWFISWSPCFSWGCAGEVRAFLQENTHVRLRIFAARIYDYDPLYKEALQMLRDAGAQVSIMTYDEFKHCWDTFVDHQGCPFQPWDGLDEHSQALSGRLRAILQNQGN
mIAP activ: mouse IAP activation; muIAP, CDP-Star luminescence, 30 min; hits give high values; 1 = vehicle-only enzyme signal, 0 = enzyme-free wells; activation factor at 10 µM; 330,000 tested, 0.24% active; AID 2805;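 active means activation factor of at least 2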; further: the source names both 10 and 20 µM as test concentration; values of inactives mirror those of a sister screen read the other way
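Assay system: mouse IAP enzyme; Reagent: CDP-Star chemiluminescent phosphatase substrate; Compound: DMSO-dissolved test compounds; Incubation: 30 min, room temperature; Technique: luminescence from enzymatic CDP-Star hydrolysis; Controls: DMSO-only wells and no-enzyme negative control.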
hIAP block: human IAP inhibition; purified IAP, CDP-Star luminescence, 30 min; inhibition, % at 10 µM; 330,000 tested, 0.12% active;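 active means inhibition reaching a set limit with compound at 10 µM in the primary screen, cut at about 35% in these data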;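 further: plate controls were DMSO wells with enzyme for no effect and no-enzyme buffer wells for full effect; values of inactives mirror those of a sister screen read the other way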
ATG4B inh: inhibitors of human ATG4B cysteine protease | ATG4B cleavage of LC3-PLA2, NBD-HPC fluorescence, 1 h | inhibition, % at 8.33 µM | 340,000 tested, 0.51% active; in the data active means inhibition above about 40%
* marks the source's active call; other numbers are inactive results. An excerpt; the hit share may differ from the screen's.

C[C@]12CC[C@H]3[C@@H](CC[C@]4(O)C[C@@H](O)CC[C@]34C=O)[C@@]1(O)CC[C@@H]2C1=CC(=O)OC1 was read as PfG6PD inh -15, mIAP inh -4, hIAP act 1.1, HKDC1 inhibitor 6, A3A deaminase 3, mIAP activ 1, hIAP block -5 and ATG4B inh -4.
CC(=NCc1ccc2c(c1)OCO2)c1c(O)[nH]c(=O)[nH]c1=O was read as PfG6PD inh -2, mIAP inh -7, hIAP act 0.8, HKDC1 inhibitor 2, A3A deaminase 2, mIAP activ 1.1, hIAP block 20 and ATG4B inh 0.
O=C(c1c[nH]c2ccc(S(=O)(=O)N3CCOCC3)cc2c1=O)N1CCC2(CC1)OCCO2 was read as PfG6PD inh -10, mIAP inh -5, hIAP act 1.3, HKDC1 inhibitor -9, A3A deaminase -2, mIAP activ 1, hIAP block -27 and ATG4B inh 1.
`COc1cccc(CN2CCCCC2c2cccnc2)c1` (centres undefined) gave PfG6PD inh -3, mIAP inh 2, hIAP act 0.95, HKDC1 inhibitor -10, A3A deaminase -3, mIAP activ 0.98, hIAP block 5 and ATG4B inh -6.
Screening O=P(Oc1ccccc1)(Oc1ccccc1)N1CCN(c2ccc(F)cc2)CC1 returned PfG6PD inh 13, mIAP inh -2, hIAP act 0.88, HKDC1 inhibitor 4, A3A deaminase -3, mIAP activ 1, hIAP block 12 and ATG4B inh 5.
O=C(c1ccc(C(F)(F)F)cc1)C1CCCN(Cc2ccncc2)C1 (centres undefined) was read as PfG6PD inh 13, mIAP inh 7, hIAP act 0.94, HKDC1 inhibitor -3, A3A deaminase -1, mIAP activ 0.93, hIAP block 6 and ATG4B inh -12.
COc1ccc(OC)c(N2Cc3ccccc3C2=N)c1 was read as PfG6PD inh 14, mIAP inh -3, hIAP act 0.98, HKDC1 inhibitor -1, A3A deaminase 2, mIAP activ 1, hIAP block 2 and ATG4B inh 31.
Screening Oc1ccc2c3c1O[C@H]1c4[nH]c5ccccc5c4C[C@@]4(O)C(C2)N(CC2CC2)CC[C@]314 returned mIAP inh 2, hIAP act 1.1, A3A deaminase 2, mIAP activ 0.98 and hIAP block -8.
For OCC(Br)CBr (centres undefined) the results were PfG6PD inh 21, mIAP inh -12, hIAP act 0.91, HKDC1 inhibitor -5, A3A deaminase -2, mIAP activ 1.1, hIAP block 9 and ATG4B inh 7.
C=CCn1c(O)c(C(C)=NCCCn2ccnc2)c(=O)[nH]c1=O was read as PfG6PD inh 8, mIAP inh -4, hIAP act 0.99, HKDC1 inhibitor 0, A3A deaminase -3, mIAP activ 1, hIAP block 1 and ATG4B inh -7.
Cc1ccc(NC(=O)CCNC(=O)N2C[C@H]3C[C@@H](C2)c2cccc(=O)n2C3)c(C)c1 was read as PfG6PD inh 20, mIAP inh -3, hIAP act 0.83, HKDC1 inhibitor -2, A3A deaminase -2, mIAP activ 1, hIAP block 17 and ATG4B inh -16.
For CC(C)=CCC12CN3CCN(CC(C3)C1=O)C2 the results were PfG6PD inh -4, mIAP inh 4, hIAP act 1, HKDC1 inhibitor -7, A3A deaminase 1, mIAP activ 0.96, hIAP block -2 and ATG4B inh 3.
For COC(=O)CC(NC(=S)N1CC2C[C@@H](C1)Cn1c2cccc1=O)C(=O)OC (some centres undefined) the results were PfG6PD inh -13, mIAP inh -2, hIAP act 1, HKDC1 inhibitor 2, A3A deaminase 0, mIAP activ 1, hIAP block 0 and ATG4B inh 3.
Screening CCC1=C(C)C(N2CCOCC2)=NP(N2CCOCC2)(N2CCOCC2)=N1 returned PfG6PD inh -1, mIAP inh -2, hIAP act 0.92, HKDC1 inhibitor 7, A3A deaminase -2, mIAP activ 1, hIAP block 8 and ATG4B inh -12.
CC1=NN(c2ccccc2)C(=O)C1/C=C1\C(=O)NC(=O)N(c2ccc(C)c(C)c2)C1=O (centres undefined) was read as PfG6PD inh -25, mIAP inh 15, hIAP act 1.1, HKDC1 inhibitor 1, A3A deaminase -1, mIAP activ 0.85, hIAP block -15 and ATG4B inh -2.

Brought forward from above: 3 compounds, then new ones.
For COC(=O)CC(NC(=S)N1CC2C[C@@H](C1)Cn1c2cccc1=O)C(=O)OC (some centres undefined) the results were PfG6PD inh -13, mIAP inh -2, hIAP act 1, HKDC1 inhibitor 2, A3A deaminase 0, mIAP activ 1, hIAP block 0 and ATG4B inh 3.
Screening CCC1=C(C)C(N2CCOCC2)=NP(N2CCOCC2)(N2CCOCC2)=N1 returned PfG6PD inh -1, mIAP inh -2, hIAP act 0.92, HKDC1 inhibitor 7, A3A deaminase -2, mIAP activ 1, hIAP block 8 and ATG4B inh -12.
CC1=NN(c2ccccc2)C(=O)C1/C=C1\C(=O)NC(=O)N(c2ccc(C)c(C)c2)C1=O (centres undefined) was read as PfG6PD inh -25, mIAP inh 15, hIAP act 1.1, HKDC1 inhibitor 1, A3A deaminase -1, mIAP activ 0.85, hIAP block -15 and ATG4B inh -2.
O=C(CCCN1CCC(n2c(=O)[nH]c3ccccc32)CC1)c1ccc(F)cc1 was read as PfG6PD inh 0, mIAP inh -2, hIAP act 1, HKDC1 inhibitor -5, A3A deaminase 0, mIAP activ 1, hIAP block -2 and ATG4B inh -1.
C[C@]12CCC(=O)C[C@@H]1CC[C@@H]1[C@@H]2CC[C@]2(C)[C@@H](O)CC[C@@H]12 was read as PfG6PD inh -7, mIAP inh 1, hIAP act 0.99, HKDC1 inhibitor -4, A3A deaminase 0, mIAP activ 0.99, hIAP block 1 and ATG4B inh -4.
CCOC(=O)c1cccc(-[n+]2c(-c3ccccc3)cc(-c3ccccc3)cc2-c2ccccc2)c1 was read as PfG6PD inh -6, mIAP inh -9, hIAP act 0.88, HKDC1 inhibitor 1, A3A deaminase -3, mIAP activ 1.1, hIAP block 12 and ATG4B inh 19.
CCCCn1c(O)c(C(CC)=NCCCN(C)C)c(=O)[nH]c1=O was read as PfG6PD inh 0, mIAP inh 1, hIAP act 0.92, HKDC1 inhibitor 4, A3A deaminase 0, mIAP activ 0.99, hIAP block 8 and ATG4B inh -3.
`Cc1ccc(C)c(NC(=O)CSc2nnc([C@@H](N)Cc3c[nH]c4ccccc34)o2)c1` gave PfG6PD inh 2, mIAP inh 9, hIAP act 1.2, HKDC1 inhibitor 15, A3A deaminase -6, mIAP activ 0.91, hIAP block -24 and ATG4B inh 6.
Screening Cc1cc(C)c(-n2c(O)c(/C=N/N3CCCCC3c3cccnc3)c(=O)[nH]c2=O)c(C)c1 (centres undefined) returned PfG6PD inh -16, mIAP inh 8, hIAP act 0.98, HKDC1 inhibitor 15, A3A deaminase -6, mIAP activ 0.92, hIAP block 2 and ATG4B inh 1.
For NCCc1ccc(O)cc1 the results were PfG6PD inh -8, mIAP inh -8, hIAP act 1.1, HKDC1 inhibitor -1, A3A deaminase -3, mIAP activ 1.1, hIAP block -8 and ATG4B inh 1.
For CC(C(=O)c1c[nH]c2ccccc12)N1CCOCC1 (centres undefined) the results were PfG6PD inh -8, mIAP inh -2, hIAP act 0.96, HKDC1 inhibitor -4, A3A deaminase -3, mIAP activ 1, hIAP block 4 and ATG4B inh 1.
Screening Nc1c2c(nc3sc4c(c13)CCCC4)CCCCC2 returned PfG6PD inh 6, mIAP inh -2, hIAP act 1.2, HKDC1 inhibitor 3, A3A deaminase 0, mIAP activ 1, hIAP block -15 and ATG4B inh 2.
For CCOC(=O)c1c(N)n(CCN2CCOCC2)c2nc3ccccc3nc12 the results were PfG6PD inh -16, mIAP inh -3, hIAP act 1.1, HKDC1 inhibitor -2, A3A deaminase 1, mIAP activ 1, hIAP block -7 and ATG4B inh 3.
`CN(C)P(=O)(CCl)Nc1ccccc1` (centres undefined) gave PfG6PD inh -16, mIAP inh -5, hIAP act 1, HKDC1 inhibitor 7, A3A deaminase -2, mIAP activ 1, hIAP block -4 and ATG4B inh -3.
Screening O=S(=O)(c1ccc(O)cc1)c1ccc(O)cc1 returned PfG6PD inh -17, mIAP inh 0, hIAP act 1.1, HKDC1 inhibitor 5, A3A deaminase -1, mIAP activ 0.99, hIAP block -12 and ATG4B inh -2.
Cc1ccc2[nH]c(=S)n(-c3cccnc3)c(=O)c2c1 was read as PfG6PD inh 8, mIAP inh 7, hIAP act 0.95, HKDC1 inhibitor 0, A3A deaminase 2, mIAP activ 0.93, hIAP block 5 and ATG4B inh -7.
For COC(=O)c1c(C)n(Cc2ccccc2)c2ccc(O)cc12 the results were PfG6PD inh -4, mIAP inh -17, hIAP act 0.87, HKDC1 inhibitor -2, A3A deaminase 2, mIAP activ 1.2, hIAP block 13 and ATG4B inh 4.
Screening CP(C)(=O)CCC(=O)O returned PfG6PD inh 0, mIAP inh -7, hIAP act 1.1, HKDC1 inhibitor -9, A3A deaminase -2, mIAP activ 1.1, hIAP block -10 and ATG4B inh -5.
For Cc1ccc(Cl)cc1N1CCN(CCN)CC1 the results were PfG6PD inh 0, mIAP inh 2, hIAP act 1, HKDC1 inhibitor -2, A3A deaminase -1, mIAP activ 0.98, hIAP block -1 and ATG4B inh 4.
Screening CC(=O)OC1(c2ccccc2)CCN(C)C(C)C1C (centres undefined) returned PfG6PD inh -2, mIAP inh 10, hIAP act 1.1, HKDC1 inhibitor -5, A3A deaminase -20, mIAP activ 0.9, hIAP block -6 and ATG4B inh -4.
CCC(C)c1ccc(N2C(=O)NC(=O)/C(=C/c3cccn3CCOc3ccc(C)cc3)C2=O)cc1 (centres undefined) was read as PfG6PD inh -19, mIAP inh 12, hIAP act 1.2, HKDC1 inhibitor 5, A3A deaminase 1, mIAP activ 0.88, hIAP block -21 and ATG4B inh 8.
`c1cc2c(cc1CCNC1C3CC4CC(C3)CC1C4)OCO2` (centres undefined) gave PfG6PD inh -5, mIAP inh -2, hIAP act 0.94, HKDC1 inhibitor 0, A3A deaminase 1, mIAP activ 1, hIAP block 6 and ATG4B inh -8.
Screening COc1cc(N2CCOCC2)ccc1/C=C1\C(=O)NC(=O)N(Cc2cccs2)C1=O returned PfG6PD inh 23, mIAP inh 7, hIAP act 0.91, HKDC1 inhibitor 0, A3A deaminase -1, mIAP activ 0.93, hIAP block 10 and ATG4B inh 1.
CCC(=O)N1CC(=O)Nc2ccc(Br)cc2C1c1ccccc1 (centres undefined) was read as PfG6PD inh -21, mIAP inh -4, hIAP act 1.2, HKDC1 inhibitor 4, A3A deaminase 1, mIAP activ 1, hIAP block -22 and ATG4B inh -4.
`C=C1[C@H]2CC[C@H]3[C@]4(C)C[C@H](O[C@H]5O[C@H](CO)[C@@H](OS(=O)(=O)O)[C@H](OS(=O)(=O)O)[C@H]5OC(=O)CC(C)C)C[C@@H](C(=O)O)[C@H]4CC[C@]3(C2)[C@H]1O` gave PfG6PD inh -3, mIAP inh -7, hIAP act 1.2, HKDC1 inhibitor 2, A3A deaminase -4, mIAP activ 1.1, hIAP block -20 and ATG4B inh 3.
CCc1cc(=O)[nH]c(SCCCF)n1 was read as PfG6PD inh 6, mIAP inh -4, hIAP act 1.1, HKDC1 inhibitor -4, A3A deaminase 16, mIAP activ 1, hIAP block -7 and ATG4B inh -11.
For O=c1[nH]c(=O)n(Cc2ccco2)c(O)c1C=NCc1ccc2c(c1)OCO2 the results were PfG6PD inh -6, mIAP inh -3, hIAP act 0.87, HKDC1 inhibitor -7, A3A deaminase 32, mIAP activ 1, hIAP block 13 and ATG4B inh 2.
Screening O=C(O)C1C(C(=O)O)C2(Cl)C(Cl)=C(Cl)C1(Cl)C2(Cl)Cl (centres undefined) returned PfG6PD inh 27, mIAP inh 22, hIAP act 0.95, HKDC1 inhibitor -2, A3A deaminase 43*, mIAP activ 0.78, hIAP block 5 and ATG4B inh 9.
C/C(CCc1c[nH]c2ccccc12)=N\O was read as PfG6PD inh -2, mIAP inh -4, hIAP act 0.93, HKDC1 inhibitor -9, A3A deaminase 2, mIAP activ 1, hIAP block 7 and ATG4B inh -7.

Assay outcomes from PubChem.
